Screens deposited in PubChem by several laboratories.
FXIIa inh: factor XIIa (human) inhibition; P00748; purified FXIIa, Boc-QGR-AMC fluorogenic substrate, 2 h; inhibition, % at 5 µM; hit rate 0.3% among 220,000; AID 800; in the data active means inhibition above about 40%;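 further: 0% = enzyme with no compound and 100% = blank without enzyme; many of its hits are not listed in these tables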
zVAD death inh: blocks zVAD induced death of L929 cells; AID 1377; L929 zVAD necroptosis rescue, ATP luminescence, 24 h; with zVAD 60 µM; viability rescue, % at 10 µM; hit rate 0.38% among 220,000;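 active means activation, scaled between plate controls, above about 75%, limit read from the data; inactive means activation under that limit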;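 further: 0% = zVAD with DMSO and 100% = DMSO alone without zVAD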
EP2 antag: blocks the human prostaglandin E2 receptor EP2. P43116. C6 glioma cells expressing human EP2, cAMP TR-FRET; cells stimulated with saturating PGE2. inhibition, % at 25 µM. hit rate 0.52% among 260,000;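 active means percent inhibition above 40 after rounding to a whole number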;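 further: rat C6 glioma host cells with rolipram phosphodiesterase inhibitor present; the protocol text gives 20 µM as final concentration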
Target sequence (P43116 whole entry, looked up): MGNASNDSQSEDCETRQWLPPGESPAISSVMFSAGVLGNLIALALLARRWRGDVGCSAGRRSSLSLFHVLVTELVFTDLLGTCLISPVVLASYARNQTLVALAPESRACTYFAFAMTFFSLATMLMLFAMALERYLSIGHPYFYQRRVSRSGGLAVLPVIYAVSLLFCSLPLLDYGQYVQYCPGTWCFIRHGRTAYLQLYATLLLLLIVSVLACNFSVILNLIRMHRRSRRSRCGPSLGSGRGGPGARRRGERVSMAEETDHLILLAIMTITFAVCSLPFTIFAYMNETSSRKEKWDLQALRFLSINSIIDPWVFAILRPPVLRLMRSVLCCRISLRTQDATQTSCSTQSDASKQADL
TbHK1 inh: blocks Trypanosoma brucei hexokinase 1 activity; recombinant TbHK1, G6PDH-coupled NADH A340; inhibition, % at 10 µM; hit rate 0.11% among 220,000; AID 1430;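 active means inhibition of 50% or more in the single-dose primary screen; inactive means inhibition below 50%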
TNF necrop inh: TNF-alpha cell death inhibition in Jurkat FADD-/- cells | Jurkat FADD-/- TNF necroptosis rescue, ATP luminescence, 24 h; 0 = TNF only, 100 = no-TNF cells | activation (protection from cell death), % at 10 µM | hit rate 0.068% among 220,000 | AID 463075;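 active means activation, meaning protection from cell death, of at least 50% relative to plate controls; inactive means activation below 50%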;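 further: necroptosis triggered by 40 ng/mL TNF-alpha added together with compound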
PPC-1+TRAIL kill: kills PPC-1 cancer cells in the presence of TRAIL; PPC-1 cells + TRAIL, ATPLite viability luminescence; cell killing (% activity), % at 4 µM; hit rate 0.41% among 220,000;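 active means cell killing above 50% in the first pass at 4 µM, then a duplicate retest at 5 µM averaging 50% or more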;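 further: plate controls were cells with TRAIL plus DMSO for no effect and medium-only wells lacking cells for full effect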
CHOP inh: blocks CHOP induction under ER stress | hit rate 3.8% among 220,000 | CHO-K1 CHOP-promoter luciferase, tunicamycin-induced, 15-18 h | inhibition, % at 10 µM;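 active means compounds that reduced the stress-induced luciferase reporter signal by more than about 70% of percent inhibition, limit read from the data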;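 further: 0% = tunicamycin plus vehicle and 100% = wells without tunicamycin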
FXIa inh: blocks human coagulation factor XIa protease activity | purified FXIa, Boc-Glu-Ala-Arg-AMC fluorogenic substrate | hit rate 0.14% among 220,000 | inhibition, % at 5 µM | P03951;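 active means inhibition of at least 40%; inactive means inhibition below 40%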;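 further: fluorescence of freed AMC excited at 355 nm; 0% = enzyme without compound and 100% = no enzyme blank; many of its hits are not listed in these tables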
Wee1 stabilizer: human Wee1 degradation inhibition, primary screen. HeLa Luc-Wee1K328M stability, luciferase luminescence; 100% = proteasome inhibitor MG132 effect. P30291. AID 1321. reporter increase, % at 5 µM. hit rate 1.2% among 220,000;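 active means activation above the mean of all tested compounds plus 3 SD, set per screening run, cut at about 8.8% in these data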;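 further: cells exposed to compound for 20 h before luminescence read; 0% = DMSO alone and 100% = MG132 at 30 µM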
Target sequence (P30291 whole entry K328M): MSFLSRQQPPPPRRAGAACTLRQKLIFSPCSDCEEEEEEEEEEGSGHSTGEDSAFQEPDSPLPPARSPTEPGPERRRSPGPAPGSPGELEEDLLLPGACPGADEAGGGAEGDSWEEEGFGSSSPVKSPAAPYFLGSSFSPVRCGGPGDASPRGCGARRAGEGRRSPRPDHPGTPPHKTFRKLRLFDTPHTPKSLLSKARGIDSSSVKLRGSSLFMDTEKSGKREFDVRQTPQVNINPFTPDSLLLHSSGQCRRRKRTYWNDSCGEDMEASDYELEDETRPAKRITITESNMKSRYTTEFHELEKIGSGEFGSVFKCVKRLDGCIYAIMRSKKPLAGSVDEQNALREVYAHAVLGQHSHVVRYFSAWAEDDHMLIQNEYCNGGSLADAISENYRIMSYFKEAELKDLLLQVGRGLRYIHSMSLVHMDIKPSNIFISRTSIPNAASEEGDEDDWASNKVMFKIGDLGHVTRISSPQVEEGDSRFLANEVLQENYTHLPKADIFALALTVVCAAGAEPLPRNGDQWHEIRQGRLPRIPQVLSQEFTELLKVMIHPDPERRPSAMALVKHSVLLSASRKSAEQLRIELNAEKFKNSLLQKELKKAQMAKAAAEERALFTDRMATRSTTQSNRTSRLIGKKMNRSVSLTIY
Numbers without * were called inactive; nt = no result given; & = joins results of further samples; ! = repeats disagree.

SMILES	FXIIa inh	zVAD death inh	EP2 antag	TbHK1 inh	TNF necrop inh	PPC-1+TRAIL kill	CHOP inh	FXIa inh	Wee1 stabilizer
Cc1ccccc1OCCCN1CCCC1	15	-0.3	11	3	0.7	-1	15	3	-3
O=C(Nn1cnc2ccccc2c1=O)c1ccccc1Cl	10	1.6	16	-5	-0.2	22	33	-2	-3
Brc1ccc(CSc2nnc(-c3ccccn3)n2Cc2ccco2)cc1	18	2.0	11	-10	-8.3	11	47	0	1
CCCCCOc1ccc(OC(=O)c2ccncc2)cc1	3	0.2	7	2	-9.8	-11	31	-1	6
CCOc1ccccc1NC(=O)CN1CCC(NC(=O)c2ccccc2C)CC1	9	0.1	5	-6	7.2	9	-8	2	0
O=C(NC(NC(=O)c1ccccc1)c1cccc([N+](=O)[O-])c1)c1ccccc1	19	-0.1	10	-3	1.7	8	-21	12	4
NCC(O)(c1ccc(Cl)cc1)c1ccc(Cl)cc1	6	38	6	6	14	11	-12	1	0
O=C(c1cc2c(cc1Br)OCCCO2)N1CCCCC1	4	1.4	8	-1	1.8	2	17	-6	0
COc1ccc(C(=O)NCc2ccc3[nH]c(C)cc3c2)cc1OC	4	2.9	8	-6	1.6	20	0	-3	-3
COC(=O)CSC1=C(C#N)C(c2ccc(C)cc2)C2=C(CCCC2=O)N1 (stereo unspecified)	13	0.6	15	-9	-0.1	4	0	-2	-2
Cc1cc(C)c2c(CC(=O)O)c(C)[nH]c2c1	8	-0.9	3	-3	-0.3	13	-96	22	-2
COc1cccc(OCc2nnc(SCc3cc(=O)[nH]c4ccccc34)o2)c1	5	13	12&12	1	-0.5	12	27	-2	-3
Cn1c(=O)[nH]c(=O)c2c1nc1n2CCS1	3	1.4	5	8	0.6	16	22	-5	5
COCC(O)CSc1c([N+](=O)[O-])nc(C)n1Cc1ccc(OC)c([N+](=O)[O-])c1 (stereo unspecified)	14	0.2	-8	-16	0.5	14	-36	8	-1
COc1ccccc1NC(=O)N1CCN(C(=O)Nc2ccccc2OC)CC1	3	0.4	7	-13	3.1	6	-8	-1	1
Cc1cc(C)nc(OC(=O)c2ccc(Cl)cc2Cl)n1	10	0.0	4	0	0.3	24	30	-4	0
CCc1cc(C(=O)NCCN(C)C)cs1	-1	0.8	8	-2	-0.6	13	-43	-4	3
CC(OC(=O)CNC(=O)c1ccco1)C(=O)N(C)c1ccccc1 (stereo unspecified)	6	1.1	2	4	-0.6	10	17	-2	0
Cc1ccc(/C=N/NC(=O)C[n+]2ccccc2)o1	3	1.5	4	-8	0.1	1	-20	-4	-5
Clc1ccc(C=NC23CN4CN(CN(C4)C2)C3)cc1	3	-0.3	9	3	0.3	13	12	1	-1
CCN(C(=O)COC(=O)/C=C/c1cnc2ccccc2n1)C1CCS(=O)(=O)C1 (stereo unspecified)	4	4.4	8	-23	2.0	23	4	-4	0
COc1ccccc1NC(=O)Cn1cnc2c(cnn2-c2ccccc2)c1=O	8	0.3	4	32	-0.2	1	-21	1	-1
COc1cccc(C2/C(=C(\O)c3ccc(OC)c(OC)c3)C(=O)C(=O)N2c2cc(C)on2)c1 (stereo unspecified)	13	0.9	32	-26	0.7	-16	-11	7	0
O=C(O)CSc1nnc(-c2ccncc2)n1Cc1ccccc1	-11	0.2	19	0	0.6	9	24	4	3
O=c1c(-c2ccccc2)c(O)c2cccc3c2n1CCC3	26	0.1	12	-7	-3.1	-7	7	17	-1

Full records as entered above. Order of values: FXIIa inh	zVAD death inh	EP2 antag	TbHK1 inh	TNF necrop inh	PPC-1+TRAIL kill	CHOP inh	FXIa inh	Wee1 stabilizer
O=C(Nn1cnc2ccccc2c1=O)c1ccccc1Cl in the list: 10	1.6	16	-5	-0.2	22	33	-2	-3
Cc1ccc(/C=N/NC(=O)C[n+]2ccccc2)o1 in the list: 3	1.5	4	-8	0.1	1	-20	-4	-5

Back to the main list; the 3 compounds before the break are reprinted first.
SMILES	FXIIa inh	zVAD death inh	EP2 antag	TbHK1 inh	TNF necrop inh	PPC-1+TRAIL kill	CHOP inh	FXIa inh	Wee1 stabilizer
COc1cccc(C2/C(=C(\O)c3ccc(OC)c(OC)c3)C(=O)C(=O)N2c2cc(C)on2)c1 (stereo unspecified)	13	0.9	32	-26	0.7	-16	-11	7	0
O=C(O)CSc1nnc(-c2ccncc2)n1Cc1ccccc1	-11	0.2	19	0	0.6	9	24	4	3
O=c1c(-c2ccccc2)c(O)c2cccc3c2n1CCC3	26	0.1	12	-7	-3.1	-7	7	17	-1
COc1cccc(C2=NOC(C(=O)Nc3cccc(C(C)=O)c3)C2)c1 (stereo unspecified)	15	0.0	7	38	0.5	8	-9	-1	-1
O=S(=O)(/N=C(/Nc1ccc(F)cc1F)c1ccc(Cl)cc1)c1ccccc1	-8	-0.2	16	2	-2.4	-2	37	4	-1
CN(C)S(=O)(=O)c1ccc(C(=O)NNc2nc(-c3ccccc3)c3cc(Br)ccc3n2)cc1	14	0.5	7	-13	3.1	6	34	20	-2
O=C(Nc1ccc(C(=O)NC2CCCCC2)cc1)c1cncc(Br)c1	4	55	11	-6	3.0	-6	45	-7	-2
Cc1ccc2nc3sc(-c4nnc(-c5ccccc5[N+](=O)[O-])o4)c(N)c3cc2c1	-4	-0.5	nt	9	-0.9	4	4	-8	0
Cc1cc(O)c(C(C)C)cc1C1(c2cc(C(C)C)c(O)cc2C)OC(=O)c2ccccc21	3	0.5	76*!	2	-8.7	-3	106*	-1	5
CC(C)C(=O)N(Cc1ccccc1)c1ccccn1	-10	-0.3	-1	-3	0.5	12	25	-3	-2
O=C(c1cccn2c(=O)c3cc(Br)ccc3nc12)N1CCN(c2ccccn2)CC1	14	-0.3	6	-8	1.0	8	1	2	0
CN(C)S(=O)(=O)c1cccc(NC(=O)c2cc3c(cc2Cl)N2CCCCCC2=NS3(=O)=O)c1	10	-0.7	8	9	1.0	-16	-6	6	2
O=C(CS(=O)CC(=O)N(CC(=O)NC1CCCC1)c1ccc2c(c1)OCCO2)Nc1ccc(F)cc1 (stereo unspecified)	15	0.7	5	1	-1.3	21	-6	9	7
O=C(NN1CC(=O)N(c2cc(Cl)cc(Cl)c2)CC1=O)c1sccc1Cl	4	-0.6	13	-6	1.5	6	2	5	-1
CCc1ccc(NC(=O)COC(=O)CCc2nc3cc(S(=O)(=O)N(CC)CC)ccc3n2C)cc1	6	-0.1	12	-3	-0.3	-10	6	12	1
Cc1cc(N2CCN(C(=O)c3ccco3)CC2)n2nc(-c3cccc(Cl)c3)cc2n1	-2	1.0	3&8	-16	0.6	-3	96*	-6	9.2*
C#CCSc1nnnn1-c1ccc(Br)c(C)c1	10	-0.3	1	-6	1.1	16	-5	-2	-2
CCC(CC)NC(=O)CO/N=C/c1ccccc1OC(F)F	16	0.6	7	28	1.2	16	12	15	-1
CC(NC(=O)Cc1cccs1)c1ccncc1 (stereo unspecified)	-7	-0.8	10	-2	1.4	8	27	-11	-1
Cc1ccc(NS(=O)(=O)c2cccc(C(=O)n3ncc(C#N)c3N)c2)c(C)c1	16	0.9	5	-1	-0.2	1	-41	2	2
CCOC(=O)c1c(C)c(C(=O)NCc2cccs2)c(C)n1C	-11	1.7	10	-1	-0.3	8	17	-9	-3
Cc1csc2nc(CNC(=O)C3CCCCC3)cn12	12	2.6	10	-6	2.7	10	-5	-5	2
CCOC(=O)C(=O)Nc1cc(C)on1	6	12	6	-2	-0.3	16	3	-6	6
COC(=O)c1cc2occc2n1CC(=O)Nc1ccc(OC)c(OC)c1	12	0.5	12	6	0.2	4	12	3	-3
O=C(CCCN1C(=O)/C(=C\c2cccs2)SC1=S)Nc1ccc(C(=O)O)cc1	9	0.4	10	4	0.3	-5	12	5	-2
Cc1c(NC(=O)CSc2ccccc2Cl)c(=O)n(-c2ccccc2)n1C	7	-0.7	7	0	-0.1	9	-8	-3	-2
CC1CCC(C(C)C)C(OCC(O)CNC(C)c2ccccc2)C1 (stereo unspecified)	4	0.0	12	10	5.4	6	93*	-6	-2
Cc1ccc(S(=O)(=O)N2CCOCC2)cc1C(=O)NCc1ccc2c(c1)OCO2	6	0.3	12	-2	0.8	22	21	-3	1

Next records follow:
SMILES	FXIIa inh	zVAD death inh	EP2 antag	TbHK1 inh	TNF necrop inh	PPC-1+TRAIL kill	CHOP inh	FXIa inh	Wee1 stabilizer
CCOC(=O)c1[nH]c2cc3c(cc2c1NC(=O)CN1CCc2ccccc2C1)OCO3	-13	0.0	nt	1	-6.7	31	nt	-14	0
COc1ccc(C(=O)CSc2nnc(-c3cc4ccccc4cc3O)n2Cc2ccco2)cc1	5	0.1	3	4	-8.8	22	-12	-3	-2
COc1ccc2cc(C)c3nnc(SCC(=O)Nc4cc(OC)c(OC)cc4C(=O)O)n3c2c1	1	4.9	7	-7	0.4	-2	19	-3	2
CCC(=O)OCC(=O)Nc1ccc2c(c1)OCO2	6	0.1	6	1	0.1	3	-2	19	0
O=C(Nc1cccc2[nH]ncc12)c1ccc(F)cc1	4	0.1	5	1	-1.7	-4	37	-6	-2
CCCCN(CC)CCNC(=O)CN(C)S(=O)(=O)c1ccc2c(c1)c(=O)n(C)c(=O)n2C	4	1.2	8	6	1.0	14	2	-20	0
CCOc1ccc2nc(SC(C)C(N)=O)[nH]c2c1 (stereo unspecified)	28	-0.3	2	-1	-1.7	12	11	14	-6
CCN1CCN(CCOc2ccc(Br)cc2C)CC1	5	-0.9	5	-2	4.3	-2	-7	3	-3
CCC1N=C(SC)NC(C)=C1C(=O)c1ccccc1 (stereo unspecified)	6	5.4	9	-9	0.0	nt	12	-4	0
O=C1CSC(c2cccc([N+](=O)[O-])c2)N1c1ccccc1 (stereo unspecified)	5	-0.9	5	-1	-0.7	28	-7	-6	-2
C=CCn1c(P(=O)(O)c2ccccc2)nc2ccccc21	20	-0.1	8	-5	-0.5	28	-5	2	0
CCOC(=O)/C(N=Nc1c(C)n(C)n(-c2ccccc2)c1=O)=C(/O)c1ccccc1	5	1.3	1	-13	1.4	4	21	0	-3
O=C(NCc1cccs1)c1ccc([N+](=O)[O-])cc1	7	0.9	5	3	4.1	9	17	-2	0
Cc1ccc(C(=O)N/C(=C\c2ccc(-c3ccc(Cl)cc3)o2)C(=O)NCCCN(C)C)cc1	6	-4.0	1	-20	-18	-8	13	4	-2
O=C(/C=C/c1ccco1)NCC(=O)N/N=C/c1ccc(Cl)cc1	0	-0.2	3	-6	-3.4	11	17	-1	-2
Nc1nc(NCc2ccco2)nn1-c1ccccc1	9	0.8	4	4	0.1	-15	14	1	-2
O=C(NCc1ccco1)c1cc(-c2cccnc2)nc2ccc(Cl)cc12	15	-0.5	14	-18	-5.7	7	8	0	4
COc1ccc(-c2nnn(CC(=O)N3CCN(c4ccc(F)cc4)CC3)n2)cc1	2	-0.8	3	6	0.0	0	4	-6	-3
Cc1ccc(CCN=c2c([N+](=O)[O-])nn(-c3ccccc3)n2O)cc1	9	2.8	16	-9	-0.2	20	33	-1	5
Nc1nnc(SCc2nc3scc(-c4ccccc4)c3c(=O)[nH]2)s1	8	-0.5	5	-1	-2.9	-4	13	-3	0
O=C(NCC(=O)N(Cc1ccco1)C(C(=O)NC1CCCC1)c1cccnc1)c1cccs1 (stereo unspecified)	-3	-0.4	19	32	0.9	8	21	-12	1
COc1ccc(C(=S)N2CCNCC2)cc1	11	0.1	11	-5	2.9	12	13	3	3
CCOC(=O)Nc1ccc2nc3n(c(=O)c2c1)CCCCC3	4	1.1	6	-6	1.6	3	-14	-4	4
Cc1cc(C(=O)NNc2c(Cl)cccc2Cl)no1	9	-0.1	10	-6	7.3	-12	11	3	0
COc1ccc(NS(=O)(=O)c2ccc3oc4ccccc4c3c2)cn1	-10	0.2	-4	-4	-1.8	3	97*	-13	-3
O=C(c1ccc(CS(=O)(=O)c2ccc(Br)cc2)o1)N1CCN(c2ncccn2)CC1	7	1.1	14	-7	-1.6	17	13	-2	-1

This is a subset. The share of hits here may be higher or lower than overall.
